# Akt phos inh = Akt phosphorylation inhibition. Neuro2A IGF-stimulated pAkt S473 HTRF, 20 min; stronger effect = lower value. activity change, % for hits at 50 µM. 360,000 compounds, 0.32% hits. AID 651550; in the data active = activity change below about -80%; inconclusive = mostly about -51% to -80%; note: % is set by controls: 0 for no effect and ±100 for the full control effect
#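 Neuro2A cells in DMEM with 0.5% FBS, overnight at 37 deg C, given compound at single 50 µM final, then IGF (6 nM final) for 20 min at 37 deg C. Lysed; phospho-Akt Ser473 by HTRF after 24 h, 665/615 ratio.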
# Abeta rescue = compounds reversing amyloid beta toxicity in yeast. Potency, µM (series often up to 46.1 µM), for the others: top-dose growth rescue, actives largely listed as activators. yeast expressing A-beta42, growth rescue, OD600, 48 h; response scale: 0% DMSO, 100% iron-clioquinol control. 410,000 compounds, 0.063% hits; note: potency is the fitted concentration of half-maximal effect; nearly all actives have a fitted effect of over 55% in size
#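 Yeast growth medium received pinned compounds, then yeast cells expressing toxic A-beta were added; plates incubated at 30 C for 48 hr. Growth read as absorbance at 600 nm, normalized to DMSO and equimolar FeCl3 plus clioquinol controls.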
# MmCpn inh = inhibitors of Methanococcus maripaludis chaperonin (MmCpn); 330,000 compounds, 0.031% hits; AID 504842; Potency, µM (series often up to 76.9 µM), for the others: at the highest dose activity, negative = inhibition, usual class: inhibitors; purified Mm-Cpn ATPase, ADP Transcreener TR-FRET; note: potency is the fitted concentration of half-maximal effect; % is set by controls: 0 for no effect and ±100 for the full control effect; nearly all actives have a fitted effect of over 80% in size
#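 Eu-cryptate anti-ADP/ADP-d2 competition gives a ratio inversely related to ADP. Enzyme at 25 nM was pre-exposed to compound for 10 min, then given 10 uM ATP for 30 min, 37°C throughout.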
# TGFb SMAD3 inh = blocks TGF-b signaling; HepG2 CAGA-GFP TGF-b/SMAD3 reporter, GFP fluorescence, 18 h; TGF-beta stimulated, 500 pg/mL final; Potency, µM (top dose mostly 46.1 µM), without a hit: at the top dose activity, negative = inhibition, hits mostly inhibitors; 410,000 compounds, 1.2% hits; note: potency is the fitted concentration of half-maximal effect; % is set by controls: 0 for no effect and ±100 for the full control effect; nearly all actives have a fitted effect of over 65% in size
#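 Per well, imaged GFP fluorescence of HEPG2 CAGA-GFP cells gives the signal; cells get compound, then TGF-beta (500 pg/mL final), 18 h at 37 degrees C; %Activity versus -TGF-beta and +DMSO controls.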
# Nrf2 activator = activators of Nrf2 (ARE) signaling; AREc32 ARE-luciferase reporter (MCF7-derived line), luminescence, 24 h; 410,000 compounds, 0.31% hits; AID 624171; Potency, µM (series often up to 46.1 µM), for the others: at the top dose activation, actives largely listed as activators; note: potency is the fitted concentration of half-maximal effect; % of control where 0% means no effect; nearly all actives have a fitted effect of over 65% in size
#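 Reporter line AREc32 (ARE-Fluc), seeded overnight in OPTI-MEM with 5% FBS; compound pin-transferred, 24 hr at 37 deg C, 5% CO2; luminescent read-out.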
# A549 tox = counter-screen for Nrf2 inhibitors: cytotoxicity in A549 cells | A549 ARE-Fluc cells, CellTiter-Fluor viability, 18-24 h | Potency, µM (highest dose often 46 µM), inactives show at the highest dose activity change, negative = cytotoxicity, most hits filed as inhibitors | 390,000 compounds, 0.16% hits | AID 504648; note: potency is the fitted concentration of half-maximal effect; % is set by controls: 0 for no effect and ±100 for the full control effect
#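 A549 ARE_Fluc cells in 5% FBS OPTI-MEM were exposed to compounds in concentration-response for 18-24 h at 37 deg C. Viability was read by CellTiter-Fluor fluorescence (Ex 405/Em 525) after 30 min, before the luciferase read.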
# HepG2 tox = counter-screen for TGF-b inhibitors: cytotoxicity in HepG2 cells. 410,000 compounds, 0.76% hits. HepG2 CAGA-GFP viability, ATP luminescence, 18 h. Potency, µM (top dose mostly 46.1 µM), without a hit: at the top dose activity change, negative = cytotoxicity, most hits filed as cytotoxic. AID 588856; note: potency is the fitted concentration of half-maximal effect; some results filed as inactive show a strong effect at the top dose
#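 CellTiter-Glo luminescence gave cytotoxicity after 18 hours at 37 degrees C. The cells were HepG2 CAGA-GFP in 1% FBS DMEM, stimulated with 500 pg/mL TGF-beta after compound addition. %Activity was normalised to no-cell wells (complete cell-killing) and DMSO (no toxicity), and curves were fitted and classified.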
# CCT modulator = modulators of cytosolic chaperonin (CCT/TRiC) activity. activity change, % (no concentration beside the values), hits read low. 360,000 compounds, 0.3% hits. purified chaperonin ATPase assay, HTRF ADP detection, 30 min. AID 651819; in the data active = activity change below about -30%; note: % is set by controls: 0 for no effect and ±100 for the full control effect
#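 TRiC at 40 or 20 nM final (batch-dependent) in 30 mM Tris pH 7.4, 100 mM KCl, 5 mM MgCl2, 1 mM DTT, with compound at single 76 uM and 10 uM ATP, 30 min at 37 deg C. ADP detected by HTRF Transcreener, 665/615 ratio.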
# Nrf2 inh = Nrf2 pathway inhibition. 360,000 compounds, 2.1% hits. A549 ARE-Fluc reporter, luciferase luminescence, 18-24 h. Potency, µM (series often up to 46 µM), inactives show at the highest dose activity change, negative = inhibition, actives largely listed as inhibitors; note: potency is the fitted concentration of half-maximal effect; % is set by controls: 0 for no effect and ±100 for the full control effect; nearly all actives have a fitted effect of over 60% in size
#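 Reporter: ARE-Fluc in A549. Exposure: 18-24 h, 37 °C, 5% CO2, 5% FBS OPTI-MEM. Readouts: fluorescent cytotoxicity (CellTiter-Fluor), then luminescent Nrf2 signal after BugLite.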
# Active calls of the source: *; i = inactive; ? = inconclusive; / = no result given; [ ] = remark or other dose. Unless noted, calls come from the whole dose curve; as a rule, active = well fitted curve in the direction sought with a large enough effect; inconclusive = small, poorly fitted or top-dose-only effect, or another doubt; inactive = no such curve, though single readings can be large; an effect the other way counts as inactive or inconclusive.
SMILES,Akt phos inh,Abeta rescue,MmCpn inh,TGFb SMAD3 inh,Nrf2 activator,A549 tox,HepG2 tox,CCT modulator,Nrf2 inh
Nc1c(N(C(=O)Nc2ccc(Cl)c(Cl)c2)C2CCCC2)c(=O)[nH]c(=O)n1Cc1ccccc1,i,-7%,-3%,4%,-0.1%,?,-13%,-3.5,?
CCOC(=O)c1oc2ccc(S(=O)(=O)Nc3ccc4c(c3)n(C)c(=O)n4C)cc2c1C,i,-1%,-2%,-9%,7.9%,-5%,-18%,-5.6,21µM*
CN(Cc1ccccc1)C(=O)c1ccc(Nc2nc(C(N)COCc3ccccc3)cs2)nc1 (stereo not given),i,10%,/,?,-0.6%,/,-35%,1.6,/
COC(=O)C1=C(O)/C(=C\c2cc(C)n(-c3ccccc3F)c2C)N=C1C,i,14%,-1%,1%,-0.3%[9.22 µM],-14%,-1%,-0.2,-1%
COc1ccc(S(N)(=O)=O)cc1C(=O)OCC(=O)Nc1sccc1C#N,i,9%,-18%,-8%,7.1%,3%,2%,-3.0,-5%
O=C(NCCSc1ccc(Cl)cc1)c1ccc(CN2CCOCC2)cc1,i,-14%,-1%,-22%,2.6%,2%,-13%,-3.6,-18%
Cc1ccc(-n2nc(C)c3c2OC(N)=C(C#N)C3c2ccccc2F)cc1 (stereo not given),i,15%,-1%,-14%,12%,-2%,-2%,-0.6,-25%
O=C(OCCOc1ccc(Cl)cc1)c1cc(S(=O)(=O)N2CCCCC2)ccc1N1CCOCC1,i,-11%,/,?,3.6%,-14%,-20%,-4.0,8.2µM*
CCOc1ccc(NC(=O)c2c(NCc3cccnc3)sc3c2CCCC3)cc1,/,-4%,/,?,17%,-3%,-23%,/,/
COc1ccc(OCCNC(=O)c2cccc(Oc3ccc(C(F)(F)F)cc3[N+](=O)[O-])c2)cc1,i,23%,-7%,?,0.4%,-1%,-32%,-2.6,?
COC(=O)c1c(NC(=O)c2ccc([N+](=O)[O-])o2)sc2c1CCN(C(C)C)C2,i,-15%,2%,20µM*,-1.9%,?,-8%,-6.4,?
COC(=O)CSc1nc2cc(OC)ccc2n1C,i,2%,2%,-10%,-0.4%,5%,2%,2.0,?
CCOC(=O)C1C(=O)OC(C)(C)C1C(CC)C(=O)c1c(C)cc(C)cc1C (stereo not given),i,-2%,2%,?,0.1%,-9%,-33%,0.9,1%
COc1cccc(NC(=O)CN2C(=O)c3ccccc3Sc3ncccc32)c1,/,-11%,/,-1%,0.4%,8%,-13%,/,?
O=C(COC(=O)c1ccccc1Cl)NCc1cccs1,i,-10%,/,16%,-1.7%,/,4%,1.6,/
COC(=O)C1=C(C)OC(N)=C(C#N)C1c1cc2cc(C)ccc2nc1Cl (stereo not given),i,0%,-5%,3%,-0.3%,-1%,1%,-3.6,0%
Cc1cccc(NC(=O)CN2C(=O)NC(C)(c3ccc4c(c3)OCO4)C2=O)c1 (stereo not given),i,12%,4%,-11%,0.2%,0%,-12%,-7.2,-4%
O=C(Nc1ccccc1C(F)(F)F)C(O)(c1ccccc1)C1CCCCC1 (stereo not given),i,9%,-2%,-2%,-0.1%,12%,-36%,-0.6,5%
O=S(=O)(c1ccc(N=C2NN=C(c3cc(F)ccc3F)CS2)cc1)N1CCOCC1,i,-26%,-9%,-25%,14%,-4%,4%,0.1,?
O=C(c1cccc(N2CCCC2=O)c1)N1CCN(c2ccccc2)CC1,i,5%,4%,-4%,-0.7%,0%,9%,-10,3%

# The closing 6 records of the part before open the next one.
SMILES,Akt phos inh,Abeta rescue,MmCpn inh,TGFb SMAD3 inh,Nrf2 activator,A549 tox,HepG2 tox,CCT modulator,Nrf2 inh
O=C(COC(=O)c1ccccc1Cl)NCc1cccs1,i,-10%,/,16%,-1.7%,/,4%,1.6,/
COC(=O)C1=C(C)OC(N)=C(C#N)C1c1cc2cc(C)ccc2nc1Cl (stereo not given),i,0%,-5%,3%,-0.3%,-1%,1%,-3.6,0%
Cc1cccc(NC(=O)CN2C(=O)NC(C)(c3ccc4c(c3)OCO4)C2=O)c1 (stereo not given),i,12%,4%,-11%,0.2%,0%,-12%,-7.2,-4%
O=C(Nc1ccccc1C(F)(F)F)C(O)(c1ccccc1)C1CCCCC1 (stereo not given),i,9%,-2%,-2%,-0.1%,12%,-36%,-0.6,5%
O=S(=O)(c1ccc(N=C2NN=C(c3cc(F)ccc3F)CS2)cc1)N1CCOCC1,i,-26%,-9%,-25%,14%,-4%,4%,0.1,?
O=C(c1cccc(N2CCCC2=O)c1)N1CCN(c2ccccc2)CC1,i,5%,4%,-4%,-0.7%,0%,9%,-10,3%
COc1ccccc1-c1ccc(NC2CCCCC2)nn1,i,11%,0%,11%,0.5%,-1%,-25%,-2.1,/
Cc1cc(C)n(S(=O)(=O)c2ccc(C(C)(C)C)cc2)n1,i,-10%,0%,-3%,1.6%,3%,-8%,-2.2,/
CCCCNC(=O)Nc1nc2ccccc2s1,i,?,5%,5%,0.3%,0%,-3%,-4.5,?
COc1ccc([N+](=O)[O-])cc1N(CC(O)Cn1nnc2ccccc21)S(=O)(=O)c1ccc(C)cc1 (stereo not given),/,7%,1%,2%,-0.5%,-4%,-21%,-0.3,-11%
Cc1cccc(OCC(=O)Nc2ccc(C(=O)Nc3ccccc3C(=O)O)cc2)c1,i,8%,/,-4%,-0.7%,/,-5%,-1.1,/
Oc1ccc(Br)cc1C=Nc1ccc(Cl)cc1,i,2%,-6%,0%,4.6%,-1%,-32%,-1.4,6%
CCc1cc(=O)oc2cc(OCC(=O)N3CCC(C(N)=O)CC3)ccc12,i,7%,1%,22%,0.3%,1%,-5%,0.4,0%
C[C@@H]1CN([C@@H](C)CO)C(=O)Cc2cc(NC(=O)Nc3ccc(F)cc3)ccc2O[C@@H]1CN(C)Cc1ccc(Cl)c(Cl)c1,i,3%,-3%,?,-4.1%,?,16µM*,-2.2,?
O=C(CC(=O)c1c(F)cccc1Cl)c1ccccc1O,i,-40%,-4%,?,?,1%,-25%,-4.6,-29%
COc1ccc(NC(=O)CSc2nc(O)cc(=O)[nH]2)c(OC)c1,i,7%,2%,5%,0.0%,0%,2%,-3.2,-8%
COc1cc(OC)cc(-c2sc3ccc(OC)cc3c2-c2ccc(OCCN3CCCCC3)cc2)c1,i,-60%[inhibitor],-27%,?,6.4%,8%,-87%,-0.2,1%
CCOC(=O)C1CCCN(c2c(NCCc3ccc(Cl)cc3)c(=O)c2=O)C1 (stereo not given),i,0%,1%,-3%,-0.1%,7%,-38%,-1.0,20%
Cc1ccc(C(=O)NCCNC(=O)Cc2ccccc2)cn1,i,18%,1%,0%,0.0%,-1%,1%,1.1,-7%
COc1ccccc1NC(=S)NCCC(c1ccccc1)c1ccccc1,i,20%,-1%,13µM*,0.3%,-3%,-14%,-2.2,-14%
CC(=O)Nc1ccc2nc3ccccc3nc2c1,i,-9%,-18%,0%,4.4%,-23%,4%,-9.8,?
CC1CCN(C(c2cccs2)c2nnnn2Cc2ccccc2)CC1 (stereo not given),i,4%,-3%,?,2.9%,-2%,-2%,-0.9,-7%
N#CCCCn1c(-c2ccccc2)noc1=O,/,3%,1%,22%,-0.1%,-2%,3%,0.1,/
CCOc1ccc(S(=O)(=O)Nc2c(C)n(C)n(-c3ccccc3)c2=O)cc1,i,2%,1%,-1%,-0.3%,-3%,-2%,-0.7,-5%
CCOC(=O)c1[nH]c2ccc(F)cc2c1NC(=O)CN1CCN(C/C=C/c2ccccc2)CC1,i,-10%,1%,?,8.9%,?,-75%,-2.8,?
CCN(C(=O)c1cnc2scc(C)n2c1=O)c1ccccc1C,i,-1%,-2%,-2%,-0.2%,-1%,-3%,0.5,12%

# Assay outcomes from PubChem BioAssay.
